Phagocytosis inh – blocks phagocytosis by macrophages | J774A.1 macrophage IgG-bead phagocytosis, imaging | inhibition, % at 5 µM | 0.07% of 110,000 active;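 active = inhibition above the mean of the plate negative controls plus 5 SD, cut at about 13% in these data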;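 note: phagocytic index as fraction of beads internalized from green versus red external bead signal; plate controls were DMSO negative control for no effect and cytochalasin-D positive control for full effect; some results beyond the cut were filed as inactive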
NPY-Y2 antag – antagonists of human neuropeptide Y receptor Y2 | 0.99% of 140,000 active | inhibition, % at 2.7 µM | NPY-Y2 expressing cells, antagonist mode | P49146; in the data active = inhibition above about 17%;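 note: 0% = vehicle with agonist challenge and 100% = reference antagonist with challenge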
Target sequence (P49146 whole entry, looked up): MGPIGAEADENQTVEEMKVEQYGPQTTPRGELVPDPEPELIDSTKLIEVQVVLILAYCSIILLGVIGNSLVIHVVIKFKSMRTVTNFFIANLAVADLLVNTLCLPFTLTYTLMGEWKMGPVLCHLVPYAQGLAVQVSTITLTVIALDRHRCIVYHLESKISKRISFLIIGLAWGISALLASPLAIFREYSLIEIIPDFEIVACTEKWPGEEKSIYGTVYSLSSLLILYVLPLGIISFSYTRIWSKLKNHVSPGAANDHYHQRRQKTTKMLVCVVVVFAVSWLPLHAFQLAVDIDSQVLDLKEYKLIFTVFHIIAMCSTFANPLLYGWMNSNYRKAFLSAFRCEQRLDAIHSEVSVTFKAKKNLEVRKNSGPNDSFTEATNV
HCT116 bCat-KO – beta-catenin-lacking colon tumor cell growth suppression. HCT116 beta-catenin knockout viability, CellTiter-Glo, 60 h; active compounds read low. viability, % at 10 µM. 1.5% of 140,000 active. AID 818;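 active = viability at or under a set limit, the compound median less 4 SD, cut at about 6% in these data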;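 note: 0% = Hyamine 1622 control at 20 µM and 100% = untreated cell control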
Measles CPE – protection of cells from measles virus | Measles virus-infected cells, CPE protection, absorbance | 1.5% of 140,000 active | protection (pct of control), % at 4 µM; in the data active = protection mostly above about 24%, no sharp cut-off; inactive = mostly below about 26%; note: some compounds called inactive have numbers as strong as hits
BB579 growth dn – chemicals that inhibit yeast BB579 growth in restrictive medium (lifespan-shortening candidates); S. cerevisiae BB579 growth, OD615, 48 h; 0.51% of 140,000 active; AID 804; inhibition, % at 10 µM;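 active = inhibition above a set limit, 3 SD over the mean compound inhibition, cut at about 44% in these data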; note: inactives centre near -24
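Assay system: S. cerevisiae DeaD strain BB579 yeast. Medium: CSMM-D restrictive synthetic medium containing dextrose (glucose). Times: 4 h cell preincubation, 48 h compound exposure, 30 °C humidified. Signal: OD615 turbidity measurement. Benchmarks: positive control amphotericin B 10 µg/mL.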
GALR2 blocker – GALR2 (human) receptor antagonism. 0.39% of 140,000 active. AID 828. inhibition, % at 4 µM. GALR2-expressing cells, antagonist mode; in the data active = inhibition above about 27%;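 note: cells stimulated with galanin 1-16 at roughly its EC80; 0% = agonist challenge control and 100% = basal control without agonist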
Target sequence (O43603 whole entry, looked up): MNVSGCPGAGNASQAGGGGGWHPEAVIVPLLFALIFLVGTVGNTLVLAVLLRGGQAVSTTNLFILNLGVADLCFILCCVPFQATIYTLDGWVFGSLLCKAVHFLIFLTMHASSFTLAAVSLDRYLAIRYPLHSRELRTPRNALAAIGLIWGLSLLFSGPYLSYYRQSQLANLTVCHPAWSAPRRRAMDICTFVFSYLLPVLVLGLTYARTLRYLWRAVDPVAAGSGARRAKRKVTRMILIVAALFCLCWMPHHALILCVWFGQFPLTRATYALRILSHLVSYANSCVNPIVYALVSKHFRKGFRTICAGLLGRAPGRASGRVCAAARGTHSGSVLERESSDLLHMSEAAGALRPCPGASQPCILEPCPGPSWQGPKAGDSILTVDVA
E-sel TNF inh – TNF alpha driven E-selectin expression inhibition | HUVEC TNFa-induced E-selectin immunofluorescence, high content | inhibition, % at 2 µM | 0.71% of 120,000 active | AID 1246;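 active = inhibition above the batch mean plus 3 SD, and confirmed as a hit on visual image review, cut at about 43% in these data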;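 note: 0% = TNF-stimulated DMSO wells and 100% = unstimulated control wells; not every result past the cut was called active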
MRP-1 activ – MRP-1 activation | H69AR cells + doxorubicin, viability rescue, CellTiter-Glo | viability increase, % at 10 µM | 0.61% of 140,000 active;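 active = viability gain under doxorubicin at or above a set limit, the compound median plus 3 SD, cut at about 4.7% in these data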;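 note: MRP-1 overexpressing cells given doxorubicin 25 µM after compound pretreatment; 18-22 h compound pretreatment then 72 h with doxorubicin before readout; 0% = doxorubicin-only wells and 100% = vehicle-treated cells without doxorubicin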
Yeast life ext – extends the lifespan of yeast. S. cerevisiae growth with nicotinamide, OD615; deaD strain in restrictive glucose medium. inhibition of the nicotinamide effect, % at 10 µM. 0.68% of 130,000 active;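 active = inhibition above a set limit, placed 3 SD over the median of all compounds, cut at about 26% in these data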;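 note: 0% = nicotinamide-treated wells and 100% = cells grown without nicotinamide; some compounds called inactive have numbers as strong as hits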
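Assay system: DeaD-strain S. cerevisiae. Medium: CSMM-D glucose medium, restrictive. Reagent: nicotinamide, 1.5 mM, co-present with compound. Compound: 10 µM single point, 0.25% DMSO. Schedule: culture preincubation 4 h, compound exposure 48 h, both 30 °C. Detection: absorbance at 615 nm.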
HCT116 PTEN-null – suppresses growth of cells with PTEN deletion. HCT116 PTEN-null viability, CellTiter-Glo, 60 h; active compounds read low. viability, % at 10 µM. 1.2% of 140,000 active. AID 827;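 active = viability at or below a set limit, 4 SD under the median of all tested compounds, cut at about 3.7% in these data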;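 note: PTEN knockout HCT116 line with beta catenin targeted HCT116 as companion control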
An asterisk follows results filed as active; nt = no result given; & = joins results of further samples; [ ] = another dose, or the depositor's remark.

SMILES	Phagocytosis inh	NPY-Y2 antag	HCT116 bCat-KO	Measles CPE	BB579 growth dn	GALR2 blocker	E-sel TNF inh	MRP-1 activ	Yeast life ext	HCT116 PTEN-null
Nc1nnc(CC(=O)NCc2ccccc2)s1	-0.4	-1.0	101.1	8.0	-45.1	5.2	2.4	-0.1	-6.7	103.2
CCn1nnnc1SCC(=O)NNC(=O)C1CCCCC1	0.0	3.2	96.9	5.8	-47.6	-0.9	-0.6	-0.5	-8.9	112.9
O=C(CN1CCOCC1)NC1C2CC3CC(C2)CC1C3 (stereo not given)	1.0	1.6	92.7	4.6	-22.5	-2.1	7.6	-0.1	3.6	94.2
N=c1c2c(-c3ccccc3)c(-c3ccccc3)n(Cc3ccco3)c2ncn1Cc1ccco1	-1.5	31.8*	1.5*	-0.2	-21.7	-1.6	-45.2	-4.5	21.5	1.4*
COCCn1c(SCC(=O)NCCc2ccccc2)nnc1-c1ccco1	-0.2	1.1	101.8	8.0	-32.4	-0.7	-9.8	-0.2	-6.9	109.1
Cc1ccc(NC(=O)c2ccc(CSc3ncnc4nc[nH]c34)cc2)c(C)c1	nt	2.3	63.1	3.4	-39.5	-2.4	-18.6	-5.0	-16.5	51.1
CSCCC(NC(=O)c1ccc([N+](=O)[O-])cc1Cl)C(=O)OCC(=O)N(C)C (stereo not given)	-0.6	3.0	97.7	nt	-4.2	8.7	nt	-0.7	-0.8	94.5
CCOc1ccccc1NC(=O)C1CCN(c2ccc(S(=O)(=O)N3CCCC3)cc2)CC1	-1.0	-4.0	92.1	28.4	-54.6	-9.8	-0.5	-4.5	-21.5	90.8
O=C(O)c1ccc2oc(SCC(=O)N3CCCCC3)nc2c1	-0.5	4.1	100.2	3.7	11.5	5.1	31.0	-1.9	-14.9	96.0
CCCC(=O)n1nc(-c2ccccc2)nc1N	nt	-1.4	85.7	2.9	-31.9	-0.6	-17.5	0.5	nt	92.9
COC(=O)c1ccc(C(=O)OC)c(-n2c(=O)c3ccccc3c3ccccc3c2=O)c1	-5.0	18.7*	95.1	3.7	-16.6	8.2	nt	1.1	15.0	101.0
COc1ccc(-n2c(COc3ccc4ccccc4c3)nnc2SCC(=O)NCc2ccco2)cc1	0.7	4.2	93.7	5.5	-76.5	-0.9	nt	-1.6	0.7	94.8
FC(F)(F)c1cccc(Oc2cc(C(F)(F)F)nc(-c3ccccn3)n2)c1	nt	-1.7	94.7	28.9	-38.2	-12.5	1.7	-3.0	-3.1	98.7
COc1ccc(CCCC(=O)NC2CCCCC2)cc1	nt	5.0	93.9	6.3	-10.4	-14.2	-8.4	-1.2	-2.7	88.6
COc1cc(/C=C2/SC(=S)N(CC(=O)Nc3cccnc3)C2=O)cc(OC)c1OC	-4.1	2.2	95.4	12.0	-4.8	9.0	nt	-2.5	5.6	97.8
O=C(Cc1csc(-c2ccccc2)n1)Nc1ccc(C(F)(F)F)cc1	-0.3	4.8	94.0	11.2	-20.0	1.4	23.3	-0.8	-6.0	100.3
Cc1nc2ccccc2c(=O)n1NC(=O)/C=C/c1ccccc1Cl	-7.0	14.8	89.8	12.4	-13.4	17.1	nt	-1.8	-1.8	87.2
O=C(Nc1nncs1)C1COc2ccccc2O1 (stereo not given)	-1.8	5.9	86.2	33.8	-13.4	15.3	-31.0	-2.4	-15.8	85.3
O=C(O)C1CC(=O)N(Cc2ccccc2)C1 (stereo not given)	-1.7	-1.6	102.7	4.0	10.8	8.5	-24.1	1.3	-5.9	106.7
O=c1oc(-c2ccccc2)nc2ccsc12	-1.5	3.4	107.8	33.3	-34.9	-5.7	nt	0.2	-9.1	101.3
Nc1cc(N)nc(SCC(=O)Nc2ccc3c(c2)OCCCO3)n1	-1.2	-0.3	89.1	3.4	-11.1	-1.1	4.6	-2.0	-5.7	104.1
CCOc1ccc(N2C(=O)C3C4C=CC(CC4)C3C2=O)c([N+](=O)[O-])c1 (stereo not given)	-1.2	-1.1	79.3	10.2	-30.7	-6.9	-5.9	0.5	-1.6	77.9
CCN1CCCC1CN(Cc1cc2ccc(C)c(C)c2[nH]c1=O)C(=O)Nc1ccccc1OC (stereo not given)	3.2	-2.0	74.0	9.6	-42.5	5.8	-22.0	-3.7	1.3	79.5
CCSc1nnc(Cc2cc(=O)[nH]c(=O)[nH]2)n1-c1ccc(F)cc1	-0.2	0.7	94.5	6.0	-10.3	19.2	-33.0	-0.4	-9.1	104.4
CN(C)S(=O)(=O)c1ccc(-c2csnn2)s1	-0.9	0.5	95.5	10.6	-86.0	1.1	-5.4	0.6	-5.3	105.4
O=C(O)c1cccc(N2C(=O)c3cccc(Oc4ccc(Cl)cc4)c3C2=O)c1	-9.1	2.2	89.9	5.6	-43.7	4.6	nt	2.1	1.8	95.5
O=C(OCCN1CCOCC1)c1cccnc1	-4.3&-0.2	2.2&3.1	108.5&94.1	8.6&8.9	-27.6&-29.1	-3.9&-8.4	-10.3&21.9	-0.1&0.4	-3.1&3.5	98.3&98.5
CN(C(=O)c1ccncc1)C1CCS(=O)(=O)C1 (stereo not given)	-0.8	0.6	75.5	2.4	-38.0	1.4	nt	-3.6	-1.1	96.9
Cc1ccc(N(CC(O)Cn2c3ccccc3c3ccccc32)S(C)(=O)=O)cc1 (stereo not given)	-0.4	1.2	65.0	15.3	-74.2	-13.0	8.9	-2.5	-7.0	80.7
CCCCNC(=O)c1onc(CSc2ccc(F)c(F)c2)c1C(=O)O	-0.2	22.9*	101.2	6.1	-30.9	-10.7	-11.7	-0.1	0.3	101.1
CCCc1cc(C(=O)NCc2cccnc2)no1	0.5	2.3	102.8	7.4	-16.9	-0.4	nt	-0.9	-2.3	95.3
CCOC(=O)c1cc(-c2cc3ccccc3o2)n[nH]1	0.8	1.4	107.8	4.9	2.6	-3.4	nt	-0.9	-14.4	100.1
N#C/C(=C/c1ccc(N2CCOCC2)o1)c1nc2ccccc2[nH]1	nt	4.3	84.3	10.5	-56.7	12.2	0.4	-2.1	nt	81.3
CCC(C)NC(=O)c1cnn2c(C)c3c(nc12)CCCC3 (stereo not given)	nt	10.7	71.9	1.9	-47.3	-8.8	-11.8	-1.6	-2.9	80.5
Cc1ccc2nc(NC(=O)c3cccs3)sc2c1	0.0	1.6	60.6	21.2	-45.9	13.6	-34.1	-1.1	-11.6	86.1
COc1ccc(C(=O)NN2C(=O)C3C(c4ccccc4)C=CC(c4ccccc4)C3C2=O)cc1 (stereo not given)	5.4	-1.3	85.8	24.6	-14.2	-4.1	9.9	-0.8	-1.7	85.6
COc1ccc(NC(=O)c2nc3ccccc3s2)cc1	-2.2	10.8	78.8	12.0	-22.4	-7.1	4.9	-3.5	-5.6	70.6
CCc1cccc2c3c([nH]c12)C(CC)(CC(=O)O)OCC3 (stereo not given)	nt	0.6	93.7	9.2	-27.9	10.1	nt	-1.3	0.9	102.2
CCCCc1nc2ccccc2c(C(=O)O)c1C	-0.9	3.5	84.2	10.9	-9.2	-7.3	nt	-2.5	-0.4	95.5
CC(C)(C)NC(=O)c1ccc2c(c1)N(CC(=O)N1CCN(c3ccc(F)cc3)CC1)C(=O)C(C)(C)O2	-0.6	4.0	99.1	5.3	-23.2	5.3	-0.5	-5.0	-12.3	86.9
c1ccc(-c2nnc(-c3ccncc3)o2)cc1	nt	2.0	99.3	17.5	3.5	-3.4	-9.0	0.4	1.0	95.1
CC1CN(C(=S)NC(=O)c2cccc([N+](=O)[O-])c2)CC(C)O1 (stereo not given)	-3.6	1.9	95.3	4.8	-34.1	2.1	-58.2	-0.9	-3.9	112.7
O=C(CNC(=O)c1ccco1)OCc1c(F)cccc1Cl	nt	-0.8	100.8	10.7	-9.1	2.9	nt	1.1	-13.0	nt
CCOC(=O)c1cc2cc(-c3c(C(=O)OCC)oc4cc(O)cc(O)c4c3=O)ccc2o1	-2.2	2.4	85.5	2.4	-64.0	-13.3	-6.0	-3.2	-0.7	84.4
O=C(NC(=S)N1CCN(c2c(Cl)cccc2[N+](=O)[O-])CC1)c1cccs1	-0.5	-0.5	43.1	15.4	-25.0	2.0	40.2	-1.7	-2.4	43.5
COc1ccc(C(O)c2nccn2C)cc1 (stereo not given)	-1.3	1.9	93.6	15.4	-55.7	-1.4	20.1	0.7	2.8	103.8
c1ccc(CNc2ccc(CNc3ncn[nH]3)cc2)cc1	nt	1.6	91.7	10.2	-46.7	-21.9	-1.8	-0.9	nt	97.9
Cc1cccc(N2CCN(C(=O)NCc3ccc(Cl)cc3)CC2)c1	nt	5.2	36.2	14.0	-21.0	-4.1	-4.2	-2.9	nt	37.3
COc1ccc(N2CCN(CCNC(=O)C3CCN(S(=O)(=O)c4cccs4)CC3)CC2)cc1	0.0	-0.2	83.9	2.8	18.8	1.0	-10.5	-0.3	-19.6	84.0
COc1ccc(C2=Nn3c(nnc3-c3ccco3)SC2)cc1OC	nt	-1.4	92.4	2.6	-18.0	-11.9	3.2	-4.0	-8.3	79.4
Cc1ccccc1COC[C@H](CC(C)C)N1CCN(C(=O)c2cccc(C(F)(F)F)c2)CCC1=O	nt	4.8	75.0	5.6	-29.9	0.2	-28.3	-3.0	8.0	63.8
CC1(C)CCCC2=C1CC1C(=O)N(c3ccccc3)C(=O)C1C2 (stereo not given)	-2.6	6.7	66.5	5.9	-18.9	7.1	8.2	-0.1	32.9	67.3
O=C(NCCN1CCOCC1)C(=O)NCC1CCCO1 (stereo not given)	11.9	1.4	88.7	13.2	-16.3	-9.7	nt	0.0	2.6	84.3
Cc1noc(C)c1C(=O)N1CCCc2ccccc21	1.3	-1.1	93.6	5.0	-15.7	2.3	11.4	-0.8	-1.2	108.9
Cc1ccc2c(c1)c1c3n2CCCN(Cc2ccccc2)C3CCC1 (stereo not given)	37.5*[artifact]	1.6	77.9	4.7	-77.6	-3.7	nt	-1.5	-5.9	76.3
Cc1c(NC(=O)C(C)Sc2nnc(-c3ccccc3)o2)c(=O)n(-c2ccccc2)n1C (stereo not given)	-0.2	0.4	104.5	16.4	-74.7	-9.5	-7.9	0.4	4.4	115.1
Cc1cc(SCC(=O)OCC(=O)N2CCN(C(=O)c3ccco3)CC2)c(C)cc1Br	nt	9.9	92.7	2.7	-41.2	-9.3	19.1	-1.1	-7.5	94.2
COc1ccc(-c2nc(C#N)c(NCc3cccnc3)o2)cc1OC	nt	0.2	98.6	9.5	4.5	-8.6	-1.8	-4.1	-20.7	110.2
CCOc1cccc(-c2nc3cc(C)ccc3o2)c1	-1.0	2.5	92.8	7.5	-47.3	-17.8	-34.2	-0.7	-11.0	105.7
COc1ccc(NC(=O)CSc2nc(C)cc(C(F)(F)F)n2)cc1	-1.6	1.4	91.2	17.9	-36.6	4.8	-0.4	-0.4	-14.9	104.5
